# Screens deposited in PubChem by National Center for Advancing Translational Sciences (NCATS).
# KDM5B inhibitor: blocks human KDM5B histone demethylase activity. Q9UGL1. KDM5B demethylase, FDH-coupled NADH fluorescence (FDH is formaldehyde dehydrogenase). Potency, µM (series often up to 57.7 µM), for inactives: top-dose activity change, negative = inhibition, most hits filed as inhibitors. hit rate 2.6% among 220,000. AID 1347165; active = well fitted inhibition curve with a large enough effect; inconclusive = small, poorly fitted or top-dose-only effect; inactive = no such curve, though single readings can be large or run the other way; also: 0% is about no effect; nearly all actives have a fitted effect of over 70% in size
# Target sequence (Q9UGL1 whole entry, looked up): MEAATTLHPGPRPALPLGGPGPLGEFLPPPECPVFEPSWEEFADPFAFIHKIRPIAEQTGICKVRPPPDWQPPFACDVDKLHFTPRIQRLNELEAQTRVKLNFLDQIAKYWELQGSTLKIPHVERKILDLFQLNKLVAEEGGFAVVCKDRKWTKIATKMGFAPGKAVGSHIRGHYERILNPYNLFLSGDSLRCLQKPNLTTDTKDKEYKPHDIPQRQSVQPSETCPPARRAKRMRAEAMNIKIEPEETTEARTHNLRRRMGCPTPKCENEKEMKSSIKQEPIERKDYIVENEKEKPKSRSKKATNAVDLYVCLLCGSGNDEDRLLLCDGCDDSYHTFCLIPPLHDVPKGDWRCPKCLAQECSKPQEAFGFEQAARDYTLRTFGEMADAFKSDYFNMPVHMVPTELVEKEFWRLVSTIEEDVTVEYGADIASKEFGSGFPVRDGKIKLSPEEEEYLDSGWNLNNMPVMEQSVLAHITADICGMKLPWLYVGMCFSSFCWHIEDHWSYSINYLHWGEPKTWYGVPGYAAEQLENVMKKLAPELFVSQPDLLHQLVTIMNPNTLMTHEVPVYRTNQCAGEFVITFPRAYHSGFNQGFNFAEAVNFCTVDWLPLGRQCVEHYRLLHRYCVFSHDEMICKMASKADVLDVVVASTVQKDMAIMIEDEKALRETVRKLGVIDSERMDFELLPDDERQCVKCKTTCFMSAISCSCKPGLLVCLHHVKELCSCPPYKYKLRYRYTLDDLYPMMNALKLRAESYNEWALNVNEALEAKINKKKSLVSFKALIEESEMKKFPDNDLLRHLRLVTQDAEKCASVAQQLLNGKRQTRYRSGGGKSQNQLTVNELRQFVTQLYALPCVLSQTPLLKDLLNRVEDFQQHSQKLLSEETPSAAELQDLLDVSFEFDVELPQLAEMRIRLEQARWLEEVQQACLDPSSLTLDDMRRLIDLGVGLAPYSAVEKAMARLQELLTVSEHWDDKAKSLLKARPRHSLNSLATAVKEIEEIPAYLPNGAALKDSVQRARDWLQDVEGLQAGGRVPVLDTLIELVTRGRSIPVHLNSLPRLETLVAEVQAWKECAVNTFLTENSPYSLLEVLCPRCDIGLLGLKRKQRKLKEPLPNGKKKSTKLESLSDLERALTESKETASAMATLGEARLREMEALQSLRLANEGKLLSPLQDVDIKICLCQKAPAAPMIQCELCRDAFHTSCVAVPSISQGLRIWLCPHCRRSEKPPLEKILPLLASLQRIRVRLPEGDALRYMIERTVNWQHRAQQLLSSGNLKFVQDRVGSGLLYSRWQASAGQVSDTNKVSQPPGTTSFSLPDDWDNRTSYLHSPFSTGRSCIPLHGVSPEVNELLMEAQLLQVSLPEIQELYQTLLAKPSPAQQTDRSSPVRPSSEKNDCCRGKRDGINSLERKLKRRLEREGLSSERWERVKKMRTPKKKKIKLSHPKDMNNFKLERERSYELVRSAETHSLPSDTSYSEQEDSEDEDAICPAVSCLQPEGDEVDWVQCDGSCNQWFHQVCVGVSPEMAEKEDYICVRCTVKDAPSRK
#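 Coupled FDH/NAD⁺ fluorescence readout. KDM5BΔAP 200 nM final; compound titration, 10 min RT preincubation; substrate mix 12.5 µM H3K4me3, 25 µM 2-OG, 50 µM Fe(II), 100 µM ascorbate, 0.25 mM NAD⁺, 0.25 U/mL FDH; ΔRFU over 30 min.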
# Numbers without * were called inactive; i = inactive; ? = inconclusive; [ ] = remark or other dose. Potency is read from the fitted curve at half-maximal effect. Not all compounds are listed; count on the stated rates, not on these rows.
KDM5B inhibitor | mol
22% | Cc1ccc(CC(=O)N2CCC(c3n[nH]c(=O)n3Cc3ccc(F)cc3)CC2)cc1
4% | Cc1cc(C)cc(OCC(=O)Nc2sc3c(c2C(=O)N2CCOCC2)CCCC3)c1
-11% | CCOc1ccc(NC(=O)c2sc3nc(-c4ccc(OC)cc4)cn3c2C)cc1
-8% | CCC1CN(C(=O)Nc2cc(C)ccc2OC)c2cc(Cl)ccc2O1 (stereo not given)
-13% | CN(C)c1nc2c(c(=O)[nH]1)CCN(Cc1cc(F)c(F)cc1F)CC2
3% | COC(=O)c1ccc(NC(=O)C2(S(=O)(=O)c3ccc(C)cc3)CC2)cc1
8% | COc1cc(C2CC(=O)Nc3n[nH]c(Nc4ccccc4)c32)cc(OC)c1OC (stereo not given)
-1% | CCN(CC)C(=O)CN1C(=O)NC(c2ccccc2)C2=C1COC2=O (stereo not given)
-5% | Cc1ccc(Cn2c(C3CCN(C(=O)c4ccccn4)CC3)n[nH]c2=O)cc1
20% | CC(C)[C@H](NC(=O)c1c(F)cccc1F)C(=O)OCc1ccc(C(N)=O)cc1
23% | CC(C)NC(=O)c1cccc(NC(=O)Nc2ccc(Cl)cc2)c1
? | COc1ccccc1CCN1CCCC(CN(C)C(=O)Cn2cccnc2=O)C1 (stereo not given)
36%[activator] | CCOc1ccc(C(=O)NC2CCc3n[nH]c(=O)n3CC2)cc1OCC (stereo not given)
23% | COCCOC1CCOC2(CCN(C(=O)c3ccoc3)CC2)C1 (stereo not given)
-17% | Cc1cccc(C(=O)N2CCc3cc(CNS(=O)(=O)c4cccs4)ccc32)c1
13% | O=C(O)c1ccc2c(c1)OCCOCCOCCOCCOCCO2
? | CCN1c2cc(C(=O)NCc3cccc(C(F)(F)F)c3)ccc2C(=O)N2CCCCCC21 (stereo not given)
24% | Cc1ccc(C(=O)N2CCC(n3cc(-c4nc(C5CC5)no4)nn3)C2)s1 (stereo not given)
11% | CCOc1ccc(C(=O)N(C)Cc2cc(Br)ccc2OC)cc1OCC
13% | C/C(CC(C)C)=N\NC(=O)c1ccc(Cl)cc1

# Quoted at random: two records from the list.
KDM5B inhibitor | mol
36%[activator] | CCOc1ccc(C(=O)NC2CCc3n[nH]c(=O)n3CC2)cc1OCC (stereo not given)
13% | O=C(O)c1ccc2c(c1)OCCOCCOCCOCCOCCO2

# Next section
KDM5B inhibitor | mol
? | COc1ccc2[nH]c3c(c2c1)CCNC31CCN(C(=O)C2CCCC2)CC1
? | COc1ccc(C(=O)N2CCC3(CC2)N=C(c2ccc(Br)cc2)NO3)cc1
-8% | CCC(=O)NCCC1CCN(C(=O)Nc2ccc(C)c(F)c2)CC1
-2% | COc1cc(OC)cc(C(=O)Nc2cc(-c3nc4ccccc4s3)ccc2OC)c1
-4% | Cc1cc(NC(=O)Cn2c(=O)oc3cc(S(=O)(=O)N4CCCC4)ccc32)ccc1Br
-1% | O=C(Cn1nc(-c2ccccc2)c2ccccc2c1=O)N1CCOCC1
-6% | O=C(CCc1nc2ccccc2s1)N1CC2CC(C1)[C@H]1CCCC(=O)N1C2 (stereo not given in full)
13% | CCC(=O)N/N=C(/C)c1ccccc1
-25% | COc1ccc(CNC(=O)Cc2ccc(NC(=O)N3CCCCc4ccccc43)cc2)cc1
-25% | O=C1c2c(nc(COc3ccccc3)n2Cc2ccccc2)NCCN1Cc1ccccc1F
8% | COc1ccc(N2CC(c3noc(-c4ccc(Cl)cc4)n3)CC2=O)cc1 (stereo not given)
-12% | CCc1ccc(S(=O)(=O)c2nnn3c2nc(N(C)Cc2ccccc2)c2cc(Cl)ccc23)cc1
-21% | Cc1cc(C(=O)NC2CCS(=O)(=O)C2)c2ccc(F)cc2n1 (stereo not given)
0% | CC1CN(CCS(=O)c2ccccc2)CC(C)O1 (stereo not given)
-12% | CCc1c(C)sc(NC(=O)OC)c1C#N
-19% | Cc1nn(-c2nc3c(c(=O)n(Cc4ccccc4Cl)c(=O)n3C)n2C(C)C)c(C)c1C
? | CN1CC(=O)N(C2CCNCC2)Cc2c(NC3CCCCCC3)ncnc21
28µM* | O=C(N[C@@H]1CCOC[C@H]1OCCO)c1cccc(-c2ccco2)c1
-11% | CN(C)C[C@@H]1CN(S(C)(=O)=O)C[C@H]1NC(=O)c1ccccc1
15% | COC(=O)C1(C)Cc2ccccc2C(=O)O1 (stereo not given)
14% | COCCn1cc(C(=O)NCCc2ccc3ccccc3c2)ccc1=O
-13% | CC(=O)c1ccc(NC(=O)CN(C)S(=O)(=O)c2cnc[nH]2)cc1
-18% | O=[N+]([O-])c1cccc(NN=Nc2ccccc2)c1
-11% | CC1CC(C)(C)C(CNC(=O)CCl)C1NC(=O)CCl (stereo not given)
6% | O=C(Nc1ccc(F)c(Cl)c1)N1CCN(C(=O)c2nsc3ccccc23)CC1
? | CCCOc1ccc(C(=O)C(CCC(CNC(C)(C)C)C(=O)c2ccc(OCCC)cc2)CNC(C)(C)C)cc1 (stereo not given)
9% | Cc1cccc(-c2noc(CN3CCC(c4ccn[nH]4)CC3)n2)c1
-7% | COCc1ccc(C(=O)N2CCC3(CC2)CC(c2ccccc2)C(=O)N3)o1 (stereo not given)
-17% | Cc1ncc2c(c1CNC(=O)c1ccccc1-c1nn[nH]n1)CCNC2
? | Cc1cccc(NC(=O)CSc2nc3ccc(NC(=O)c4ccccc4)cc3s2)c1
? | CCC(=O)Nc1ccccc1-c1nnc(SCC(=O)Nc2cc(Cl)ccc2Cl)[nH]c1=O
-21% | COc1cccc(-c2cn3c(n2)N(C(=O)Cc2ccccc2)CCC3)c1
-9% | Cc1ccc(-c2ncc(C(=O)Nc3ccccc3Cl)c(-c3ccncc3)n2)cc1
10% | O=[N+]([O-])c1cccc(NS(=O)(=O)c2ccccc2[N+](=O)[O-])c1
-26% | Cc1ccc(OCC(=O)N(Cc2sccc2C)C2CCS(=O)(=O)C2)cc1 (stereo not given)
? | COc1cc2oc(=O)c(CC(=O)N3CCCCC3)c(C)c2cc1OC
-10% | Cc1nn(CC(=O)NCc2cccc(Br)c2)c(=O)c2c1sc1ccccc12
-24% | CCN(CC1CCOCC1)C(=O)C1(Oc2ccc(C)cc2)CCNCC1
10% | Cc1cccc(NC(=O)c2oc3ccccc3c2NC(=O)c2nn(-c3cccc(C)c3)ccc2=O)c1
6% | COc1ccccc1CC(=O)N1CCC[C@H]1c1nc(-c2ccccc2)no1

# Rewritten bar-delimited: entries from further up
molecule | KDM5B inhibitor
CCC(=O)Nc1ccccc1-c1nnc(SCC(=O)Nc2cc(Cl)ccc2Cl)[nH]c1=O | ?
COc1cccc(-c2cn3c(n2)N(C(=O)Cc2ccccc2)CCC3)c1 | -21%
Cc1ccc(-c2ncc(C(=O)Nc3ccccc3Cl)c(-c3ccncc3)n2)cc1 | -9%
O=[N+]([O-])c1cccc(NS(=O)(=O)c2ccccc2[N+](=O)[O-])c1 | 10%
Cc1ccc(OCC(=O)N(Cc2sccc2C)C2CCS(=O)(=O)C2)cc1 (stereo not given) | -26%
COc1cc2oc(=O)c(CC(=O)N3CCCCC3)c(C)c2cc1OC | ?
Cc1nn(CC(=O)NCc2cccc(Br)c2)c(=O)c2c1sc1ccccc12 | -10%

# Next results
KDM5B inhibitor | mol
6% | COc1cc(=O)n2c(c1C(=O)Nc1cc(Cl)ccc1C)CCCC2
-29% | CCCNC(=O)Cn1cccc1-c1nc(-c2ccc(OC)c(F)c2)no1
-17% | CCOC(=O)C1CCN(c2ncnc3c2c(-c2ccccc2)cn3-c2ccc(C)c(Cl)c2)CC1
i | COc1ncccc1-c1nc(-c2c(C)noc2C)cc2c1cc(C)n2C
-10% | Cc1ccc(CN2CCCC(c3nc(C(C)C)no3)CCNC(=O)CC2)o1 (stereo not given)
12% | CC(NC(=O)CSc1cc(F)ccc1F)c1nc2ccccc2[nH]1 (stereo not given)
7% | Cc1ccccc1OCCN(C)C(=O)c1cc(=O)c2ccccc2o1
-9% | CCc1cccc(NC(=O)Cn2c(N3CCOCC3)nc(C)cc2=O)c1
-14% | COc1ccc(-n2c(SCC(=O)Nc3cc(C)cc(C)c3)nc3c(oc4ccccc43)c2=O)cc1
-24% | CCCOC(=O)c1ccc(Oc2c(C(F)(F)F)oc3cc(O)ccc3c2=O)cc1
12% | CCN(CC(=O)NC(=O)NCC(C)C)C1CC1
-6% | COc1ccc(CN2CCCc3nc(C)nc(-c4ccc(O)cc4)c3C2)cc1
28µM* | O=C(Cc1c[nH]c2ncc(-c3ccc(F)cc3)cc12)N1CCOCC1
-4% | CCS(=O)(=O)c1ccc2oc(Nc3ccc(OC)c(OC)c3)nc2c1
12% | CSc1ccccc1C(=O)Nc1ccc(F)cc1
12% | CC(=O)c1cc(Br)ccc1OCC(=O)N1CCN(C(=O)c2cccs2)CC1
14µM* | Cc1noc(-c2cccn3c(CNC(=O)c4ccc(F)c(Cl)c4)nnc23)n1
18% | CNc1c(NC(=O)COc2ccc(Cl)cc2)c(=O)oc2ccccc12
-8% | COc1ccccc1CNC(=O)C(C)N1CCC(c2nc3cc(Cl)ccc3s2)CC1 (stereo not given)
-8%[115 µM] | CCc1cccc(-n2nnnc2N2CCN(C(=O)Nc3ccc(C)c(Br)c3)CC2)c1
? | O=C(O)CSCC(=O)N1CCN2C(=O)c3cc(-c4ccc(Cl)cc4)ccc3NC(=O)[C@@H]2C1
? | COC(=O)c1[nH]c(C)c(/C(O)=C2\C(=O)C(=O)N(CCN3CCOCC3)C2c2ccc(C)o2)c1C (stereo not given)
9% | COc1ccc(C(=O)N(Cc2ccco2)Cc2ccco2)cc1
17% | Cc1cccc(-c2nc3cc(NC(=O)c4cccc([N+](=O)[O-])c4)ccc3o2)c1
-12% | OC1CCOC2(CCN(Cc3cccnc3)CC2)C1 (stereo not given)
8% | CN(CCOc1cccc(F)c1)Cc1nc(C2CC2)no1
-31%[86.2 µM] | Cn1cc(CN2C[C@@H](F)[C@@H](OCc3nc4ccccc4[nH]3)C2)c2ccccc21
-7% | Cc1ccc(C(=O)CCc2nc(C3CC(=O)N(C4CCCCC4)C3)no2)cc1 (stereo not given)
7% | CC(OC(=O)c1ccc(S(=O)(=O)Nc2ccccc2F)cc1)C(=O)N1CCCc2ccccc21 (stereo not given)
35%[activator] | CN(Cc1nc2ccc(F)cc2[nH]1)C(=O)c1cn(CCN)nn1

# KDM5B inhibitor, entries above that show a hit.
KDM5B inhibitor | mol
28µM* | O=C(N[C@@H]1CCOC[C@H]1OCCO)c1cccc(-c2ccco2)c1
28µM* | O=C(Cc1c[nH]c2ncc(-c3ccc(F)cc3)cc12)N1CCOCC1
14µM* | Cc1noc(-c2cccn3c(CNC(=O)c4ccc(F)c(Cl)c4)nnc23)n1

# Continued:
KDM5B inhibitor | mol
-7% | CCc1cccc(CC)c1NC(=O)c1ccc(CSc2ccccc2)cc1
4% | CCOc1cc(=O)n2c(c1C(=O)Nc1ccccc1)CCCCC2
-4% | CCN(Cc1cccs1)C(=O)c1ccc(NS(C)(=O)=O)cc1
-12% | COCC(=O)N[C@@H]1CN(Cc2sccc2C)CC[C@@H]1c1n[nH]c(C)n1
13% | CCOc1ccc(C(=O)N2CCC3(CC2)NC(=O)N(Cc2ccccc2)C3=O)cc1
-2% | COc1ccc(C2CC(=O)NC(SCC(=O)Nc3ccccc3F)=C2C#N)cc1OC (stereo not given)
5% | CCn1nccc1C(=O)N1CCCC(n2c(C)cnc2COC)C1 (stereo not given)
-9% | Cc1ccc(C(=O)N/C(=C\c2ccco2)C(=O)NCCN2CCOCC2)cc1C
-23% | Cc1ccc(CNC(=O)N2CCC(Oc3ccc(-c4noc(C)n4)cc3)C2)cc1 (stereo not given)
12% | Cc1ccc(CSc2nc3nc[nH]c3c(=O)[nH]2)cc1
-2%[86.2 µM] | CC1=C[C@@H](CO)[C@H](C(C)C)C[C@H]1CC(=O)NCc1ccc(F)cc1
18µM* | CC(C)c1nc2c(c(-c3ccc(O)cc3)n1)CN(Cc1ccc(OC(F)(F)F)cc1)CC2
12% | COc1cccc(C(=O)Nc2ccc3oc(C)nc3c2)c1
-15% | CCC(Sc1nc(-c2ccccc2)[nH]c1S(=O)(=O)c1ccc(C)cc1)C(=O)O (stereo not given)
-4% | Cc1ccc2c(=O)cc(C(=O)Nc3ccc(S(=O)(=O)N4CCCCCC4)cc3)oc2c1C
96%[activator] | Cc1ccc2c(C(=O)O)cc(-c3ccncc3)nc2c1C
? | CCCCN1CCCc2cc(CN(CCCN3CCOCC3)C(=O)Nc3ccc(CC)cc3)ccc21
13% | COc1ccccc1Cc1nc2ccccc2nc1SCC(=O)NCc1ccc(F)cc1
-24%[11.5 µM] | CCOc1ccc(NC(=O)CCCOc2cc(=O)n(C)c3ccccc23)cc1
0% | COCCn1c(CO)nnc1C1CC(NC(=O)c2sc(C)nc2C)C1 (stereo not given)
-4% | CCCN1CC2(CCN(C)CC2)CC1C(=O)N(C)Cc1nnc(C)o1 (stereo not given)
-2%[86.2 µM] | Cn1cccc1CN1CCCC(c2nn(-c3ccccc3)c(=O)[nH]2)C1 (stereo not given)
9% | COc1ccc(-c2nc3ccccc3o2)cc1NC(=O)CC12CC3CC(CC(C3)C1)C2
7% | COc1ccc(-c2nc3ccccc3o2)cc1NC(=O)c1cccc2c(Cl)cccc12
-14% | COc1ccc(C(=O)c2sc3nc4c(c(C(F)(F)F)c3c2N)CN(C(C)=O)CC4)cc1OC
-12% | COc1cccc(CC(=O)N2CCC3(CC2)CC(OCC2CC2)CCO3)c1 (stereo not given)
? | CC(=O)Nc1ccc(NC(=O)c2cc3n(n2)CC(c2ccc(Br)cc2)OC3)cc1 (stereo not given)
4% | COc1ccc(Cc2nnc(NC(=O)C[C@H]3NC(=O)c4ccccc4NC3=O)s2)cc1
